High-throughput results: PubChem, IUPUI and University of Michigan
ST2 IL33 inh – inhibitors of human ST2 (IL1RL1) binding to IL-33, primary screen, biochemical, AlphaLISA; inhibition, % for hits at 17 µM; AlphaLISA ST2-Fc/biotin-IL-33 interaction, 1 h; 78,000 tested, 2.3% active; in the data active = inhibition above about 30%; inconclusive = mostly about 10% to 28%
Target sequence (Q01638 whole entry, looked up): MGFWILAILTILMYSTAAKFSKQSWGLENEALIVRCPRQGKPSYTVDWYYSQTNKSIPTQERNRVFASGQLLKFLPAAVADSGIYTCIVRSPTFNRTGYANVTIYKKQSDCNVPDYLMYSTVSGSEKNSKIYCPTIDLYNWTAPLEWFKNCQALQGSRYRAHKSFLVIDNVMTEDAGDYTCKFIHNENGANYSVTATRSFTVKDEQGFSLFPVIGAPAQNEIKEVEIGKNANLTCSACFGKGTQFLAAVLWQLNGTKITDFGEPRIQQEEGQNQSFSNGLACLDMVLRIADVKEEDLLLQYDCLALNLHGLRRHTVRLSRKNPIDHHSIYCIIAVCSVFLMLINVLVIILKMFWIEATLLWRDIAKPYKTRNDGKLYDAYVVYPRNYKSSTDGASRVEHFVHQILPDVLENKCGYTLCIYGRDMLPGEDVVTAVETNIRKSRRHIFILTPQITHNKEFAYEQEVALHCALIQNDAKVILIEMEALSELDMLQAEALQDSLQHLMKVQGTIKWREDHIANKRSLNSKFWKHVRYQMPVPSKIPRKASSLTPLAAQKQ
An asterisk follows results filed as active; i = inactive; ? = inconclusive. Not all compounds are listed; the hit share may differ from the screen's.

SMILES,ST2 IL33 inh
O=C(NCc1ccc(F)cc1)c1ccc2c(c1)N(Cc1ccc(F)cc1)C(=O)CS2=O (stereo unspecified),i
CC(=O)Nc1cccc(Oc2nc(-c3ccccc3F)nc3ccccc23)c1,i
Oc1oc(-c2ccccc2)nc1C=Nc1cccc(C(F)(F)F)c1,i
Nc1ccc(C(=O)c2cccs2)cc1[N+](=O)[O-],?
N#Cc1nc(COc2ccccc2Cl)oc1N1CCN(Cc2ccccc2)CC1,58.0%*
Cc1cccc(C)c1NC(=O)C[N+](C)(C)C,i
COc1cc(OC)c(NC(=O)CNC(=O)Cn2ccc3ccccc3c2=O)cc1Cl,?
COc1cc2c(cc1OC)C(C(=O)NCC1CCCO1)C(c1ccc(SC)cc1)N(C)C2=O (stereo unspecified),i
Cn1c(SCC(N)=O)nc2c([nH]c3ccccc32)c1=O,i
N#Cc1cccc(NC(=O)N[C@H]2CO[C@H]3[C@@H]2OC[C@@H]3Nc2nccc(-c3cccc(F)c3)n2)c1,?

Reprinted at random: six entries already listed.
SMILES,ST2 IL33 inh
Nc1ccc(C(=O)c2cccs2)cc1[N+](=O)[O-],?
CC(=O)Nc1cccc(Oc2nc(-c3ccccc3F)nc3ccccc23)c1,i
N#Cc1cccc(NC(=O)N[C@H]2CO[C@H]3[C@@H]2OC[C@@H]3Nc2nccc(-c3cccc(F)c3)n2)c1,?
Cn1c(SCC(N)=O)nc2c([nH]c3ccccc32)c1=O,i
Cc1cccc(C)c1NC(=O)C[N+](C)(C)C,i
Oc1oc(-c2ccccc2)nc1C=Nc1cccc(C(F)(F)F)c1,i

(continued)
SMILES,ST2 IL33 inh
CC(=O)N1CCc2cc(Br)cc(S(=O)(=O)CCC(=O)N3CCC(C)CC3)c21,i
COc1ccc(S(=O)(=O)N2CCC(C(=O)Nc3cccc(SC)c3)CC2)cc1,i
COc1ccc2cc3cc(C(=O)NCc4ccc(C)cc4)oc3nc2c1,i
Cn1nnc2c(sc3nc(N4CCOCC4)c4c(c32)CCCC4)c1=O,?
O=C(c1ccccc1)C(c1ccccc1)N1CCN(Cc2ccc3c(c2)OCO3)CC1 (stereo unspecified),i
Nc1nnc(SCC(=O)N2CCc3ccccc32)s1,i
CCC(NS(=O)(=O)c1c(C)[nH]c(=O)[nH]c1=O)C12CC3CC(CC(C3)C1)C2 (stereo unspecified),i
COC(=O)c1ccc(N2CCN(C(=O)CC3C(=O)NCCN3Cc3ccccc3)CC2)cc1 (stereo unspecified),i
CCOc1ccc2c(c1)sc(=NC(=O)C1CC1)n2C,i
CCCCOC(=O)CSC1=C(C#N)C(c2sccc2C)CC(=O)N1 (stereo unspecified),i
CCCc1nc(N2Cc3cnn(CCO)c3C2)c2cnn(C)c2n1,i
O=C1CSC(c2ccc([N+](=O)[O-])cc2)N1c1ccc(Cl)cc1 (stereo unspecified),?
CC(C)Nc1ccnc(-c2ccc3c(c2)OCO3)n1,i
Cn1cnnc1SCC(=O)Nc1ccc(OC(F)(F)F)cc1,?
Cn1c(=O)cc(SCC(=O)NCC2(c3ccccc3)CCCC2)c2ccccc21,i
COCc1ccc(CN2CCCC(N3CCN(c4cccc(C(F)(F)F)c4)CC3)C2)o1 (stereo unspecified),i
CCOc1ccc(Cn2c(CNS(=O)(=O)c3ccccc3)nc3cccnc32)cc1,i
CN(Cc1ccccc1)c1ncccc1CNC(=O)c1ccc(=O)n(C)c1,i
CC(C)C(C(=O)Nc1ccccc1C(F)(F)F)N1C(=O)c2ccccc2C1=O (stereo unspecified),i
COCCN1C(=O)N(Cc2cccnc2)C(=O)C12CCN(Cc1ccc(OC)c(OC)c1)CC2,i
Cc1cc(C(=O)N2CCC3(CCCO3)CC2)c2c(=O)[nH]c(=O)n(C)c2n1,?
C=CCSc1nnc2c(n1)OC(c1ccc(O)c(OC)c1)Nc1ccccc1-2 (stereo unspecified),i
CCCCNC(=O)CCC1N=C2c3ccccc3N=C(SCc3ccc(F)cc3)N2C1=O (stereo unspecified),i
O=C(CC1(O)C(=O)Nc2ccc(Br)cc21)c1cccnc1 (stereo unspecified),i
Cc1cc(C)n2nc(CC(=O)NC3CCN(Cc4ccccc4)C3)nc2n1 (stereo unspecified),i
Cc1ccc(-c2noc(CCC(=O)NCCCN3CC(C)CC(C)C3)n2)cc1 (stereo unspecified),i
CCOC(=O)N1CCN(C(=O)c2cc(NC(=O)CC)cc3nc(Cc4ccccc4)n(C)c23)CC1,?
CCn1nc(C(=O)N2CCCC(O)(CO)C2)cc1C (stereo unspecified),?
CCOc1ccc2nc(SCC(=O)NC3CC3)sc2c1,?
Cc1cccc(-c2cc(N3CCN(S(=O)(=O)c4ccc(Br)cc4)CC3)ncn2)c1,i
O=C(N[C@H]1CCN2C(=O)c3cc(-c4ccsc4)ccc3NC(=O)[C@@H]2C1)c1cccs1,i
Cc1cc(-c2nc3ccccc3o2)c2ccccc2n1,i
CC1CCC(NC(=O)C2CC(=O)N(C3CCCCCC3)C2)CC1 (stereo unspecified),i
O=C(Nc1ccc(Oc2ccccc2F)cc1)C1CCN(C(=O)CC2=CCCCC2)CC1,?
COC(=O)[C@@H](Cc1cccnc1)NC(=O)[C@H]1CN(C(=O)c2cccnc2)CCN1C(=O)C1CCCCC1,?
CC(=O)Nc1cc(C(=O)N2CCC(c3ccccc3F)C2)cc2ncn(Cc3ccc(F)cc3)c12 (stereo unspecified),i
O=C(Nc1ccc(S(=O)(=O)Nc2ncccn2)cc1)c1cnc2n(c1=O)CCS2,i
O=[N+]([O-])c1ccccc1S(=O)(=O)Nc1ccccc1,i
CN1CC2(CCCN(C(=O)c3ccc(Cn4ccnc4)o3)CC2)OC1=O (stereo unspecified),i
Cc1cc(C)c2c(=O)[nH]c(SCC(=O)Nc3ccc(N(C)C)cc3)nc2n1,?
COC(=O)c1ccccc1NC(=O)NCCc1nc2cccnc2n1C1CCCCC1,?
Cc1nn(CCC(=O)N2CCC(N3CCCC3=O)CC2)c(C)c1C,i
CCOC(=O)c1coc(N2CCCC3(C2)C(=O)N(C)c2ccccc23)n1 (stereo unspecified),?
O=C(Cn1nnc(-c2ccccc2)n1)Nc1ccccc1F,i
CCOc1ccccc1CN1CCN(CC2=Cc3cc(OC)ccc3OC2)CC1CCO (stereo unspecified),?
C=C1C(=O)OC2C1CCC(=C)C1CC(OC(C)=O)C(=C)C12 (stereo unspecified),?
O=C(CN1CCN(Cc2ccccc2Cl)S1(=O)=O)Nc1ccccc1Cl,i
O=C(CN1CCN(Cc2ccc(F)cc2Cl)S1(=O)=O)Nc1cccc(F)c1,?
COc1cc(C(=O)N2CCN(Cc3ccc(Cl)cc3)CC2)cc(OC)c1OC,i
COc1ccc(/C=C/CN2CCCC(OCc3ccccn3)C2)cc1 (stereo unspecified),?

Shown with each value named: 2 of the compounds above.
SMILES: CC(=O)Nc1cc(C(=O)N2CCC(c3ccccc3F)C2)cc2ncn(Cc3ccc(F)cc3)c12 (stereo unspecified)
  ST2 IL33 inh: i

SMILES: Cc1cccc(C)c1NC(=O)C[N+](C)(C)C
  ST2 IL33 inh: i

(cont.)
SMILES,ST2 IL33 inh
O=C(c1cccs1)N1CCN=C1SCc1c(F)cccc1Cl,i
Cn1ccnc1SCC(=O)Nc1ccc(Br)cc1C(F)(F)F,i
COc1ccc(Cl)cc1NS(=O)(=O)c1cccc([N+](=O)[O-])c1,?
Cc1nonc1NC(=O)c1ccccc1[N+](=O)[O-],i
Cc1ccsc1CN(C)C(=O)c1cccs1,?
O=C(c1ccccc1)c1ccc(OCCCCN2CCOCC2)cc1,i
N#Cc1c(N2CCCCC2)ncc2c(=O)c3ccccc3[nH]c12,?
FC(F)(Cl)Oc1ccc(Nc2nc(-n3ccnc3)nc(-n3ccnc3)n2)cc1,?
COC(=O)c1cc2n(n1)CCCN(C(=O)COc1ncnc3ccccc13)C2,i
CCCc1cc2c(=O)c(-c3ccc4c(c3)OCCCO4)coc2cc1OC(C)=O,i
COc1ccc(NS(=O)(=O)c2ccc3c(c2)CCN3C(=O)C2CCC2)cc1,i
O=C(Cc1ccc(O)c(Cl)c1)NCc1cccnc1N1CCCCCCC1,i
COc1cccc(CN2CCCC(O)(CN3CCn4cccc4C3)C2=O)c1OC (stereo unspecified),i
COCc1nc2c([nH]1)c(=O)n(C)c(=O)n2CC(C)C,?
O=S(=O)(c1cccc(Cl)c1Cl)N1CCCCC1,i
CN1CCc2c1nc1ccccc1c2NC(=O)CNC1CC1,i
Cc1cc(NC(=O)Cc2ccccc2)ccc1O,?
CCCOc1ccc2oc(=O)c3c(c2c1)CCCN3C(=O)CN1CC(C)CC(C)C1 (stereo unspecified),?
O=C(O)CC1(CC(=O)N[C@H]2CO[C@H]3[C@@H]2OC[C@@H]3n2nnnc2Oc2ccc(-n3cncn3)cc2)CCCC1,i
COC(=O)[C@@H]1C[C@H](NC(=O)Cc2coc3cc(C)c(Cl)cc23)CN1C,i
CN(N)c1nc(-c2ccccc2)cc(-c2ccccc2)n1,?
Nc1nc(N)nc(CCCn2c(-c3nonc3N)nc3ccccc32)n1,i
Cc1occc1-c1nnc(SCC(=O)NCc2ccccc2)n1-c1ccccc1,i
CC(C)c1ccccc1NC(=O)CSc1ccccc1,i
CCOc1ccc2nc(SCC(=O)c3ccc([N+](=O)[O-])cc3)sc2c1,?
COc1cccc(N2CCN(c3cc(CCN)nc(C)n3)CC2(C)C)c1,i
CC1(C)CC(=O)c2cnc3cc(-c4ccccc4)nn3c2C1,i
CCCNC(=O)c1nn2c(C(F)(F)F)cc(-c3ccccc3)nc2c1Cl,i
O=C(Nc1cccc(F)c1)N1CCN(c2ccccc2F)CC1,i
O=[N+]([O-])c1cc(-c2ncnn2-c2ccc(Br)cc2)ccc1Cl,?
CCc1noc(CN(CC)C(=O)C(C)Oc2cc(C)ccc2C)n1 (stereo unspecified),?
CC1(C)CC(=O)C(C2(O)C(=O)N(Cc3ccccc3)c3ccccc32)CO1 (stereo unspecified),i
OCc1cc(-c2cccc(CN3CCOCC3)c2)ccn1,i
COc1ccc(Cc2noc(CN3CCN(c4nc5ccccc5s4)CC3)n2)cc1OC,i
CCOc1ccc2nc(N3CCCC(N4CCN(c5nonc5C)CC4)CC3)nc(C)c2c1 (stereo unspecified),i
CC(N)=Nc1sc2c(c1C#N)CCCC2,i
COc1ccc(CN2CCOCC2)c(C)c1C,i
Cc1cc2c(cc1[N+](=O)[O-])-c1ncccc1C2=Nc1ccccc1,32.0%*
COc1ccc(/C=C(/NC(=O)c2ccco2)C(=O)Nc2ccc(C)cc2)cc1,i
CC(=O)NC[C@H]1O[C@@H](Cc2nc(-c3ccc(OC(F)(F)F)cc3)no2)[C@H](O)[C@@H]1O,i
CC(C)c1ccc(C(=O)NC2CC2)cc1,i
O=C(N[C@@H]1CNCCC[C@H]1O)c1ccc(OCc2ccccc2)cc1,?
CCc1cc(CN(C)Cc2c(F)ccc(C)c2F)on1,i
COC(=O)c1cc2n(n1)CCN(C(=O)c1cccc(-c3cn[nH]c3)c1)C2,i
Cc1c(Cl)c([N+](=O)[O-])nn1CCCC(=O)Nc1ccc([N+](=O)[O-])cc1Cl,i
Fc1cccc2sc(Nc3nc(-c4cccnc4)cs3)nc12,i
O=[N+]([O-])c1cc2c(cc1CN1CCN(c3ccccc3)CC1)OCO2,i
CC1=Nc2ccccc2N=C(C)C1,i
COc1ccc(C2C(C(=O)Nc3ccc(C)cn3)=C(C)NC3=C2C(=O)CC(C)(C)C3)cc1 (stereo unspecified),i
COCCn1c(CNS(=O)(=O)c2ccc3c(c2)CCCC3)nc2cccnc21,i

Going on with the list.
SMILES,ST2 IL33 inh
COc1ccc(C(=O)C2CCCN(C(=O)c3cccc(-c4ccccc4)c3)C2)cc1OC (stereo unspecified),i
CCCS(=O)(=O)N1CCCC(C(=O)NCCCN2CCCC2=O)C1 (stereo unspecified),?
Cc1nc(CCNC(=O)CC2COCCN2)sc1C (stereo unspecified),i
CC(C)CCSc1nc2c(c(=O)[nH]c(=O)n2C)n1CC(O)COc1ccc(Cl)cc1 (stereo unspecified),?
COc1cccc(C(=O)NC2CC(=O)N(c3cccc(F)c3)C2)c1OC (stereo unspecified),?
COc1ccc(Nc2cc(C)nc3ncnn23)cc1,i
O=C1Nc2ccccc2Oc2cc([N+](=O)[O-])cc(Oc3ccc(Br)cc3)c21,?
O=C(c1n[nH]c2c1CCC2)N1CCc2c(c(C(=O)N3CCOCC3)nn2CCCc2ccccc2)C1,i
Cc1ccc(S(=O)(=O)n2c([N+](=O)[O-])cnc2C)cc1,i
N/C(=N\OC(=O)c1ccccc1F)c1nonc1N,i

Reprinted from the listing for reference:
SMILES,ST2 IL33 inh
Cc1cccc(C)c1NC(=O)C[N+](C)(C)C,i
COc1cc(OC)c(NC(=O)CNC(=O)Cn2ccc3ccccc3c2=O)cc1Cl,?

(further entries)
SMILES,ST2 IL33 inh
COc1ccc(CNC(=O)CCC2CCCN(C(=O)c3ccsc3)C2)c(OC)c1 (stereo unspecified),i
COc1ccc(C2CC(c3ccccc3)Nc3nc(N)nn32)cc1 (stereo unspecified),i
Fc1cccc(Cl)c1C1CC(c2ccccc2)Nc2ncnn21 (stereo unspecified),i
COc1ccc(CCNC(=O)C2CC=CCC2C(=O)O)cc1OC (stereo unspecified),i
CC(C)c1csc(CN2CCCC(CCNS(C)(=O)=O)C2)n1 (stereo unspecified),i
COc1ccc(Nc2ncnc3nc[nH]c23)cc1,i
CCCc1[nH]nc2c1C(c1ccccc1OCc1ccccc1)C(C#N)=C(N)O2 (stereo unspecified),i
COc1ccc(C(=O)N2CCC(N3CCCCCC3)CC2)cc1,i
COCCNC(=O)c1ccc(CS(=O)(=O)c2ccccc2)o1,i
CCOc1ccccc1NC(=O)CC1Sc2ccc(C(F)(F)F)cc2NC1=O (stereo unspecified),i
